Yp Topo-I inh – blocks Yersinia pestis topoisomerase I activity; activity, % at 10 µM; actives 0.064% (n = 360,000); AID 504884; Y. pestis Topo-I cleavage product accumulation, plate reader; in the data active = activity above about 50%, passing the limit was not always enough; inconclusive = no clear call, values can overlap the other calls; note: inactives centre near 2
BoNT-A LC inh2 – inhibitors of Botulinum neurotoxin A light chain protease | inhibition, % at 10 µM | actives 0.17% (n = 360,000) | multiplex microsphere protease substrate cleavage, flow cytometry; note: plate controls were buffer without enzyme for full effect and enzyme alone for no effect
BoNT F protease – inhibitors of Botulinum neurotoxin F light chain protease | Multiplex microsphere protease cleavage assay, flow cytometry | inhibition, % at 10 µM | actives 0.22% (n = 360,000); in the data active = inhibition above about 35%, passing the limit was not always enough; inconclusive = no clear call, values can overlap the other calls; note: plate controls were buffer without enzyme for full effect and enzyme alone for no effect
PrPC TRFRET – cell surface PrPC inhibition, primary TR-FRET screen | inhibition, % at 13.8 µM | actives 0.43% (n = 370,000) | P04156 | TR-FRET read-out; in the data active = inhibition above about 24%; note: 0% = median of the test wells and 100% = reference compound wells
TcdB inh – inhibitors of Clostridioides difficile toxin B glycohydrolase; P18177; TcdB glycohydrolase enzymatic assay, plate reader; inhibition, % at 9.99 µM; actives 0.24% (n = 350,000); in the data active = inhibition above about 10%
Target sequence (P18177 whole entry, looked up): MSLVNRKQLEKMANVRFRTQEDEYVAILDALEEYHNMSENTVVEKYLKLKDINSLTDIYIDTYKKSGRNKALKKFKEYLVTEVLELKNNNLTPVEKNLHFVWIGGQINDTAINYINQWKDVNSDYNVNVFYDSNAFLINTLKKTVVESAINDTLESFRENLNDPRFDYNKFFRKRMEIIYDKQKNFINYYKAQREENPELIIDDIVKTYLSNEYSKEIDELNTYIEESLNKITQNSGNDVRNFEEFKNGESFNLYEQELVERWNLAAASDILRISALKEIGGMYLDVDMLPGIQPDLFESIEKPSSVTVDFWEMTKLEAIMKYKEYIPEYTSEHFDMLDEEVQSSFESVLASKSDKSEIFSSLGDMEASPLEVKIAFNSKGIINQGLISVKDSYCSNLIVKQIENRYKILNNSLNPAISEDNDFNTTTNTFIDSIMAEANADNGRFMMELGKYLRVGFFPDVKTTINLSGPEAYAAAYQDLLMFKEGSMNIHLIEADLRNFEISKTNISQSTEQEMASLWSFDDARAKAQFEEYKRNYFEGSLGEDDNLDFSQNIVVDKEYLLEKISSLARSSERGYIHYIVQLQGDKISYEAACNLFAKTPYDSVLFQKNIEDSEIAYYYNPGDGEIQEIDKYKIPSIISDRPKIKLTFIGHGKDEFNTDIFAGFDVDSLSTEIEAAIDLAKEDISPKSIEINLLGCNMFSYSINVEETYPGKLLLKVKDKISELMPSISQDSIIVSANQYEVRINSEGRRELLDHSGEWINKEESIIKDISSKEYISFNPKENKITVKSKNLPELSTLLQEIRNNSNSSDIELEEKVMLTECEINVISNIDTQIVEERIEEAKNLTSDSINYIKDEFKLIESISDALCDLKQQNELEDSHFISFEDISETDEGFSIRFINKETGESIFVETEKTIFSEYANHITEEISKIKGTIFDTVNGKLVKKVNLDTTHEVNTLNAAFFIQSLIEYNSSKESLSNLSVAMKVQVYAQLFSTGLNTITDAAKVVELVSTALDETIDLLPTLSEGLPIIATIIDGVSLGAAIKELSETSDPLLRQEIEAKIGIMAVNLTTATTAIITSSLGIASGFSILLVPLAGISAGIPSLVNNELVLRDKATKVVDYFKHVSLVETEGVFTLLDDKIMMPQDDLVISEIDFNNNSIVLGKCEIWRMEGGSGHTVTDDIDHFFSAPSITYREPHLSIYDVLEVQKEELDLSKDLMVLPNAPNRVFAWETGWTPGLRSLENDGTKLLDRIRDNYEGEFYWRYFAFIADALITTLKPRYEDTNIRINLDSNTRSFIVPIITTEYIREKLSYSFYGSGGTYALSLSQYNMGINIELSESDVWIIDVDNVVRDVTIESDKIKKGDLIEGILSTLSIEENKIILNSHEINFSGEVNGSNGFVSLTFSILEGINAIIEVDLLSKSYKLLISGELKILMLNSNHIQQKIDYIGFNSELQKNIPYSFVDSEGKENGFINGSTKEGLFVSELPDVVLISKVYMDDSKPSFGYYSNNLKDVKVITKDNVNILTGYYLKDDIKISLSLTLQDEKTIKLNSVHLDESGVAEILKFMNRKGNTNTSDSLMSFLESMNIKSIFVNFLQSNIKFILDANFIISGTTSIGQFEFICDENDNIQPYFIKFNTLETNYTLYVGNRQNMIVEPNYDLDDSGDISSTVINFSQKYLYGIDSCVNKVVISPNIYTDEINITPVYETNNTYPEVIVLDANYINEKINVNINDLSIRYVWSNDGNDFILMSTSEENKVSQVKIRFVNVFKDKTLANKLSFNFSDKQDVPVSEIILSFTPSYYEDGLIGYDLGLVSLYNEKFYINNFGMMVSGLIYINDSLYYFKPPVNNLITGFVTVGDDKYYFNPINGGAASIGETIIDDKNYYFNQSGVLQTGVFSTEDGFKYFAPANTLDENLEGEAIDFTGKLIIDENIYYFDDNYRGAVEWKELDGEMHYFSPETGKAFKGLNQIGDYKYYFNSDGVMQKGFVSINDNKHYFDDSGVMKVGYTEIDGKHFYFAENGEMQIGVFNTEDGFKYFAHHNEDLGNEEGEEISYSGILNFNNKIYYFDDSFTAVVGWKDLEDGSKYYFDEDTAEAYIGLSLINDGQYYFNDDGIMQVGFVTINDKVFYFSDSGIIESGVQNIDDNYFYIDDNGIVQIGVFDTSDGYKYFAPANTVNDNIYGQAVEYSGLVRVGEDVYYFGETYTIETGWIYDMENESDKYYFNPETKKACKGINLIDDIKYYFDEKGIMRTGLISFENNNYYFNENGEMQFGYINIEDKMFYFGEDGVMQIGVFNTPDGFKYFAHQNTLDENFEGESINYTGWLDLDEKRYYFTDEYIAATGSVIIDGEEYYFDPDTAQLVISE
CCHFV vOTU inh – blocks the CCHF virus ovarian tumor domain protease. AID 651958. actives 0.55% (n = 370,000). inhibition, % at 11.5 µM. CCHFV vOTU protease, Pep-AMC fluorescence; in the data active = inhibition above about 30%; note: 0% = vehicle wells with enzyme and 100% = no enzyme wells
FadD28 binding – blocks FadD28 binding to the bisubstrate probe; fluorescence polarization; inhibition, % at 12.5 µM; actives 0.22% (n = 360,000); in the data active = inhibition above about 8.5%, passing the limit was not always enough; inconclusive = no clear call, values can overlap the other calls
PfHsp40 rescue – restores yeast growth despite PfHsp40 toxicity; S. cerevisiae expressing PfHsp40, growth rescue, ATP luminescence; growth rescue, % at 12.5 µM; actives 0.68% (n = 340,000); AID 504582; in the data active = growth rescue above about 28%, passing the limit was not always enough; inconclusive = no clear call, values can overlap the other calls;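 note: yeast W303a lacking pdr1 and pdr3 grown in galactose medium; growth measured after three days at 30 °C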
Anthrax LF inh2 – anthrax lethal factor protease inhibition. P15917. multiplex microsphere protease cleavage assay, LF. inhibition, % at 10 µM. actives 0.12% (n = 360,000). AID 588501; note: plate controls were buffer without enzyme for full effect and enzyme alone for no effect
* hit, by the source's call; ? = inconclusive; / = not tested or not shown; & = joins results of further samples. Cut-off read from the data, not from the text of the source, unless noted: active = inhibition above about 30%; inconclusive = no clear call, values can overlap the other calls; inactive = below that. Compounds as they come. Share with any hit: about 2.3%.

SMILES	Yp Topo-I inh	BoNT-A LC inh2	BoNT F protease	PrPC TRFRET	TcdB inh	CCHFV vOTU inh	FadD28 binding	PfHsp40 rescue	Anthrax LF inh2
O=C(NN1CCOCC1)c1cccc(F)c1	-1	0.3	9	1	1.4	3	0.5	-1.2	2
Cc1c(C(=O)Nc2ccccc2)oc2c1C(=O)CC(C)(C)C2	0	-0.1	-1	0	/	0	-4.8	0.5	-2
O=C1OC(N2C(=O)CC[C@H]2C(=O)Nc2cccc(F)c2)c2ccccc21 (stereo not given in full)	2	-0.6	-1	0	-1.5	-6	-0.1	0.2	-4
COc1ccc(-n2c(Cc3cc(=O)[nH]c(=O)[nH]3)nnc2SCC(=O)NC2CCCC2)cc1	4	-0.4	0	3	1.7	3	0.1	5.0	-4
Cc1ccc(OCC(O)Cn2c(=N)n(Cc3ccccc3)c3ccccc32)cc1 (stereo not given)	11	-1.1	-3	-11	/	-2	-2.0	-0.3	-3
CCn1c(NC(=O)c2cccs2)nc2ccccc21	-2	0.0	-14	1	/	-3	-1.4	0.9	1
O=C(N/N=C/C=C\c1ccccc1[N+](=O)[O-])c1cccnc1	-6	-7.8	?	-23	-0.6	6	-0.1	0.1	4
Cc1ccccc1NC(=O)Nc1nnc([C@@H]2C[C@H](O)[C@@H](CO)O2)s1	4	-0.3	-6	4	-0.3	-2	-0.6	/	-5
Cc1cc(NC(=O)COC(=O)c2c(C)nn(Cc3ccccc3)c2Cl)no1	11	-0.7	-6	-1	/	-2	-0.5	1.1	-1
CCCOc1cccn2c(N(C=O)Cc3ccc(OC)cc3)c(CC)nc12	-6	-0.4	-5	8	0.1	3	-4.2	/	-5
COCCNC(=O)c1ccccc1NC(=O)CN(c1ccc2c(c1)OCO2)S(C)(=O)=O	2	1.2	2	-2	/	-2	-1.3	-0.2	-3
Cc1ccc2c(C)c(C(=O)N3CCC(N4CCC(C(=O)NC5CC5)CC4)CC3)oc2c1	-4	-0.7	-5	4	-0.1	-5	-1.5	-0.7	-3
O=C(O)/C=C/C(=O)NNC(=O)c1ccc(Br)cc1	-1	-0.5	-12	8	-2.1	5	-2.2	-0.3	-7
CC(=O)N1c2ccccc2C(=O)C1N1CCCCC1 (stereo not given)	0	0.0	13	-1	/	13	-2.7	0.5	0
CC(=O)c1cc2c(cc1NS(=O)(=O)c1ccccc1F)OCO2	-13	-0.2	-2	1	2.0	10	-1.2	-0.3	-3
COC(=O)C1C(=O)c2c([nH]c(C(=O)OCC3CCCO3)c2C)CC1C (stereo not given)	1	0.2	1	-1	1.2	2	1.8	-0.7	6
Cc1ccc(C2=CC(c3ccc(N(C)C)cc3)n3nnnc3N2)cc1 (stereo not given)	14	0.8	2	1	-0.2	0	-3.3	1.4	-3
CCc1ccccc1OCC(=O)Nc1ccc(N2CCCC2)cc1C	-3	-14	-4	-2	0.9	-7	-2.2	-0.1	-1
O=S(=O)(c1cc(Cl)ccc1Cl)N1CCc2ccccc21	-5	-2.7	-13	11	1.1	-6	0.4	0.3	-16
Cc1cccc(Nc2nnc(SCC(=O)c3ccc(Br)s3)s2)c1C	15	0.7	-12	8	0.0	1	-1.4	3.3	5
Cc1cc(C)c(C)c(S(=O)(=O)NC2CCN(Cc3ccccc3)CC2)c1C	8	0.5	-1	3	0.9	20	-4.8	-1.5	0
CSc1nnc(SCC(=O)Nc2ccc3[nH]c(=O)[nH]c3c2)s1	0	-7.2	-17	-5	-1.8	-8	0.6	-1.2	-3
O=C1CCN(S(=O)(=O)c2ccccc2)CCN1CCOCc1cccc(F)c1	8	-0.1	-5	11	-2.7	12	-2.2	0.7	-5
COC(=O)c1cc(S(=O)(=O)NCCc2sccc2C)c[nH]1	-5	0.2	2	7	2.0	3	-0.7	-0.4	2
COc1ccc(N(CC(=O)Nc2c(C)n(C)n(-c3ccccc3)c2=O)S(=O)(=O)c2ccccc2)cc1OC	-9	0.2	-3	-4	/	3	-2.3	-1.3	2
Nc1nonc1-c1noc(CCCCCN2C(=O)c3ccccc3C2=O)n1	9	-1.0	-6	-3	/	6	0.1	-1.3	-2
COc1ccc(N/N=C(\C#N)C(=N)SCc2ccccc2)cc1	-7	-1.5	-13	4	-2.9	21	-2.3	209*	-2
CC(=O)CC(=O)Nc1cccc2c1CCCC2	-9	1.2	2	-7	4.4	5	-2.2	-1.1	2
Cc1cc(C)c(NC(=O)c2cc3c(nc4sccn43)s2)c(C)c1	-8	3.6	-32	-3	/	5	-4.8	66*	-7
COc1ccc(CCN2C(=O)c3ccccc3NC2c2cc(Cl)c(O)c(OC)c2)cc1 (stereo not given)	8	1.4	-6	13	-1.6	-12	-0.9	4.7	1
CCOC(=O)CCCn1ccc2cc(S(=O)(=O)N3CCCC3)ccc21	3	14	22	3	-1.4	-9	-2.4	0.2	4
CC(C)(C)NC(=O)CSc1nnc(CN2CCCCCC2=O)n1-c1ccccn1	-10	0.2	-13	-3	/	-7	-0.5	-2.0	1
O=C(N/N=C/c1cc([N+](=O)[O-])ccc1Cl)c1cnccn1	4	-0.1	0	3	0.7	-3	1.2	-1.2	3
O=C(NCc1ccccn1)C1CCN(S(=O)(=O)N2CCCCC2)CC1	5	-2.0	-10	-4	/	17	-1.3	-1.1	-2
O=C(N/N=C/c1ccco1)/C(=C/c1cccc([N+](=O)[O-])c1)NC(=O)c1ccccc1	-7	-0.1	2	-29	/	-4	-1.1	0.3	-1
CCOc1ccc(C(=O)CSc2nnc3ccccn23)cc1	-4	-0.6	-3	2	/	3	-1.4	-0.3	2
CSCC[C@H](NC(=O)N1CCn2c1nc1ccccc12)C(=O)N[C@@H](C(=O)O)c1ccccc1	1	0.0	-3	-6	-0.1	12	0.6	-0.3	1
CC(=O)NC(CCCNC(=S)NC1CCCCC1)C(=O)O (stereo not given)	-3	-0.4	-1	3	1.8	3	-0.7	0.3	-6
COc1cc(CCC(=O)Nc2c(C(=O)N3CCN(c4ccccc4)CC3)oc3ccccc23)on1	24	-0.6	12	0	0.8	10	-0.3	6.1	-2
O=C(NCc1ccccc1)C1=C[C@H](C2CC2)C[C@H](OCc2ccc(CO)cc2)O1	11	-0.3	4	-2	1.2&1.3	-3	-8.1	0.7	-3
COc1ccc(S(=O)(=O)Nc2ccccc2OC)cc1NC(=O)Cc1cccs1	-3	0.6	-4	4	/	-2	-3.5	-0.7	2
O/N=C/c1cc(Cl)ccc1OCc1ccccc1Cl	21	0.1	0	8	/	14	-7.4	7.0	-3
CCN(CC)C(=O)c1[nH]cnc1C(=O)Nc1cccc(C)c1	3	-0.4	-6	-2	1.4	3	0.5	9.9	3
CCOC(=O)C1=CC[C@@H](c2ccccc2Cl)N(S(=O)(=O)c2ccc(C)cc2)[C@H]1C(=O)OCC	27	-0.6	-6	6	0.8	14	-2.4	1.5	2
COc1cc2c(cc1NC(=O)CSc1cccc[n+]1[O-])oc1ccccc12	27	-0.6	-10	4	1.5	-7	-2.6	15	-4
COc1ccc(/C=N/NC(=O)C(C)n2cnc3ccccc3c2=O)cc1OC (stereo not given)	-2	-2.1	-8	5	-0.4	11	-2.5	-0.3	2
COc1ccc(-c2[nH]ncc2CN(C)C(C)c2ccon2)cc1F (stereo not given)	-2	-0.2	-4	5	-0.5	4	-2.1	-1.0	-7
CCOC(=O)CC(=O)CSc1nc2ccccc2c(=O)n1-c1ccc(C(=O)NCCOC)cc1	0	-0.8	-1	2	/	-4	-2.4	-1.3	-2
CC(C)c1ccc(S(=O)(=O)Nc2ccc(O)c(Sc3ncn[nH]3)c2)cc1	-3	1.4	1	6	3.3	-1	4.0	-0.6	0
COc1cc2c(cc1OC)-c1cc(NC3CCCCCC3)nc(=O)n1CC2	21	-0.5	-6	4	/	-13	-3.1	-0.7	-2
Nc1nc(-c2ccccc2Br)cs1	-8	-2.3	-38	6	/	3	-1.1	1.4	0
CCCCNC(=O)COCc1cc(-c2ccc3c(c2)OCO3)on1	13	-1.0	-6	10	-1.2	2	-3.2	0.2	-22
CC(=O)c1ccc(OCC(=O)c2ccc(-c3ccccc3)cc2)cc1	17	0.1	-4	0	/	4	-1.3	1.5	1
COC(=O)c1c(NC(=O)COC(=O)C2CCC2)sc(C)c1C	18	2.2	-6	-1	0.9	6	-3.8	-0.5	1
N#Cc1ccc(Cn2c(=O)c(C#N)c3n(c2=O)CCC3)cc1	-1	-0.3	-2	-5	/	18	-1.7	-0.1	1
CCn1c(=O)c2ccccc2n2c(SCC(=O)NCc3cccs3)nnc12	2	-1.8	-4	3	/	4	-1.1	12	-1
NC(=O)NCC(=O)N1CCN(S(=O)(=O)c2ccc(Cl)s2)CC1	1	-1.9	-9	0	0.4	3	/	-0.6	-4
OCCC1CN(C2CCN(c3ccccc3)CC2)CCN1Cc1ccc(F)c(F)c1 (stereo not given)	11	-1.3	-9	2	0.8	-6	-1.1	-0.1	1
C=CCN1[C@@H](Cc2ccccc2)COCCS1(=O)=O	5	0.1	0	3	-2.3	-5	1.7	-2.4	8
COc1ccc(OC)c(NC(=O)C(=O)NNC(=O)C23CC4CC(CC(C4)C2)C3)c1	-4	/	/	-7	0.4	4	0.9	2.7	/

Next part
SMILES	Yp Topo-I inh	BoNT-A LC inh2	BoNT F protease	PrPC TRFRET	TcdB inh	CCHFV vOTU inh	FadD28 binding	PfHsp40 rescue	Anthrax LF inh2
CSc1nc(Cc2ccccc2)nc2ccccc12	13	0.1	-4	4	0.1	-5	-3.1	-0.9	1
c1ccc(CCNCc2cccs2)nc1	8	-0.8	-3	-8	1.8	-11	-0.7	-1.4	5
O=C(O)C1CCCN(S(=O)(=O)c2ccccc2)C1 (stereo not given)	5	-1.2	7	5	0.6	-8	-1.0	-0.2	-6
CC1CCCC(NC(=O)NC(=O)COC(=O)c2ccc(O)cc2O)C1C (stereo not given)	-12	3.2	0	-5	1.3	6	4.0	1.7	3
C[C@H](CO)N1C[C@H](C)[C@@H](CN(C)S(=O)(=O)c2cccs2)Oc2ccc(NC(=O)Cc3ccccc3)cc2C1=O	18	-0.4	-4	-8	-1.4&-3.4	-3	-2.8	1.6	-3
COc1ccc(C(=O)NCC(=O)N2CCC3(CC2)NCCc2[nH]cnc23)cc1	-5	0.0	-5	3	0.9	-9	-0.4	-0.4	-1
CC(C)c1cccc(-c2ccc3c(c2)S(=O)(=O)c2cccc(C(=O)NC4CCCC4)c2C3=O)c1	5	0.1	4	-9	0.8	11	-1.8	-0.7	-5
O=C(OCCN1CCN(c2ncc(C(F)(F)F)cc2Cl)CC1)c1ccc(Cl)cc1	16	0.1	-5	2	/	-5	-4.9	1.7	-1
Cc1cc(C(=O)NCCCn2ccnc2)sc1-c1ccccc1	-2	1.7	-17	-7	/	17	-1.8	-0.7	-2
O=C(CN1CCOCC1)Nc1nc(-c2ccc3c(c2)CCN3S(=O)(=O)c2ccccc2)cs1	23	-1.1	-6	14	0.2	4	-4.3	5.5	-2
CCOC(=O)CC(/C(C)=N\O)c1ccccc1 (stereo not given)	7	-5.0	-5	1	/	13	-3.7	-1.4	1
CCOc1ccc(CCNC(=O)COC(=O)c2nccnc2N)cc1OCC	11	-3.0	-9	-1	1.7	-11	-2.0	0.4	4

Shown as labelled records: 2 of the compounds above
molecule: CC1CCCC(NC(=O)NC(=O)COC(=O)c2ccc(O)cc2O)C1C (stereo not given)
- Yp Topo-I inh: -12
- BoNT-A LC inh2: 3.2
- BoNT F protease: 0
- PrPC TRFRET: -5
- TcdB inh: 1.3
- CCHFV vOTU inh: 6
- FadD28 binding: 4.0
- PfHsp40 rescue: 1.7
- Anthrax LF inh2: 3
molecule: CSc1nc(Cc2ccccc2)nc2ccccc12
- Yp Topo-I inh: 13
- BoNT-A LC inh2: 0.1
- BoNT F protease: -4
- PrPC TRFRET: 4
- TcdB inh: 0.1
- CCHFV vOTU inh: -5
- FadD28 binding: -3.1
- PfHsp40 rescue: -0.9
- Anthrax LF inh2: 1

Some entries already given, reduced to FadD28 binding and PfHsp40 rescue:
compound	FadD28 binding	PfHsp40 rescue
COc1ccc(OC)c(NC(=O)C(=O)NNC(=O)C23CC4CC(CC(C4)C2)C3)c1	0.9	2.7
CSc1nc(Cc2ccccc2)nc2ccccc12	-3.1	-0.9
c1ccc(CCNCc2cccs2)nc1	-0.7	-1.4
